Assay outcomes (PubChem BioAssay)
PAX8 inh HTS – inhibitors of PAX8-driven TPO luciferase reporter, primary screen, RMG-I cells, single concentration. SteadyGlo, 24 h. inhibition, % at 12.6 µM. actives 1.2% (n = 360,000);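 active means mean replicate inhibition at least 60% with every replicate also reaching 60%; inconclusive means only one of the two criteria is met; inactive means mean below 60% and not all replicates reaching 60%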;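 further: luciferase light reporting Pax8 driven TPO promoter activity; plate controls were median of neutral control wells for no effect and mitoxantrone controls for full effect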
INS-1E GSIS act – GLuc luminescence reporter in INS-1E cells, primary screen for activators of glucose-dependent secretion of insulin; INS-1E GLuc reporter insulin secretion, 2-3 h; activation, % at 16.6 µM; actives 0.61% (n = 370,000); AID 743287, 2014;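 active means lowest replicate activation of at least 40%, so every replicate reaches that level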;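 further: 0% = median of neutral control wells and 100% = median of IBMX positive control wells; some compounds called inactive have numbers as strong as hits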
DENV2 CPE rescue – inhibitors of DENV2 cytopathic effect, primary screen, cell-based, plate reader, single concentration; DENV2-infected cells, cytopathic effect rescue; CPE inhibition, % at 9.99 µM; actives 1.7% (n = 350,000); in the data active means CPE inhibition above about 20%, passing the limit was not always enough; inconclusive means no clear call, values can overlap the other calls; tested in BHK-21 cells;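 further: 0% = median of neutral control wells and 100% = median of positive control wells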
FN deposition inh – inhibitors of fibronectin matrix deposition, primary screen, AH1F cells, Alexa488-fibronectin fluorescence, plate reader; inhibition, % at 12.6 µM; AH1F fibroblasts, overnight; actives 0.086% (n = 350,000);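 active means mean inhibition across replicates of 30% or more, regardless of how many single replicates reach that level; inconclusive means mean under 30% yet at least half of replicates reach 30%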;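 further: positive control wells lacked labelled fibronectin entirely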
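Schedule: 1 h cell adhesion before compound, then overnight fibronectin incubation; test system: AH1F fibroblast monolayer depositing Alexa488-labelled fibronectin into matrix; quantity: 10000 AH1F cells per well; probe or stimulus: fluorescent fibronectin at 24 nM final; signal: fluorescence, ex 485 nm, em 525 nm; evaluation: percent inhibition as loss of matrix-bound fibronectin fluorescence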
miR122 inh – miR-122 Renilla sensor signal increase in Huh7, primary screen, miR-122 inhibitor project, cell-based, single point, plate reader; actives 0.3% (n = 340,000); activation (reporter increase), % at 12.5 µM; Huh7 miR-122 Renilla luciferase sensor, 48 h; neutral wells = 0, positive control = 100; AID 602342, 2012;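 active means mean replicate activation score at least 90 and every replicate individually at or above 90; inconclusive means only one of the two criteria met; inactive means neither criterion met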;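 further: higher luciferase means less miR-122 activity so hits act as miR-122 inhibitors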
EWS-Fli inh – EWS/Fli-driven NR0B1 reporter inhibitors, primary screen, A673 cells, NR0B1 luciferase, luminescence, MLPCN library. viability-normalised. AID 651661, 2012. inhibition, % at 12.6 µM. actives 0.67% (n = 350,000);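 active means mean inhibition of at least 50% after viability correction, with every replicate also passing that limit; inconclusive means mean reaches 50% but only one of two replicates passes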;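 further: firefly luciferase signal divided by Alamar Blue viability fluorescence both relative to DMSO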
CFTR F508del cor – F508del CFTR correction, initial screen, CFBE line, single point; CFBE cells, YFP halide quenching; stimulated with forskolin plus potentiator P3; % fluorescence drop versus neutral controls; activity (quench increase), % at 7.58 µM; actives 0.36% (n = 350,000);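 active means mean added fluorescence quench of at least 8% versus neutral control, with both replicates also reaching 8%; inconclusive means only one of the mean or replicate conditions met; inactive means mean below 8% and not both replicates reaching 8%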;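 further: cells transiently co-express mutant CFTR-F508del with the halide-sensitive YFP; corrector assay measuring rescue of mutant channel to the surface after 24 h compound exposure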
An asterisk follows results filed as active; ? = inconclusive; . = no result given; & = joins results of further samples; [ ] = another dose, or the depositor's remark.

The line under a structure holds: PAX8 inh HTS | INS-1E GSIS act | DENV2 CPE rescue | FN deposition inh | miR122 inh | EWS-Fli inh | CFTR F508del cor
> O=C(O)CCCC(=O)N1CCN(C(c2ccccc2)c2ccccc2)CC1
  12.1 | -4.3 | 1.7 | 0.0 | -2.4 | -3.2 | 3.0
> NC(=O)c1ccc(Oc2ccc(-c3nnco3)cc2)c([N+](=O)[O-])c1
  -13.1 | 0.9 | 2.8 | 6.3 | 1.5 | 3.6 | 1.9
> CCOc1ccc2c(c1)C(C)=CC(C)(C)N2
  . | -4.0 | -0.2 | . | 2.1 | -7.0 | -2.0
> OC(CN1CCN(c2ncc(C(F)(F)F)cc2Cl)CC1)c1ccccc1 (stereo not drawn)
  9.8 | -16.4 | 0.4 | 5.8 | -0.3 | -10.2 | -0.4
> Cc1c(CCOC(=O)C23CC4(C)CC(C)(CC(C)(C4)C2)C3)sc[n+]1CC(=O)c1ccccc1
  6.3 | 104.3 | 5.0 | . | . | 6.4 | 3.5
> CC(C)CC(NC(N)=O)C(=O)Nc1cccc([N+](=O)[O-])c1 (stereo not drawn)
  -9.5 | -8.4 | 2.6 | 0.0 | . | -17.3 | -2.0
> CC(C)(C)c1ccc(NC(=O)COC(=O)c2ccc(NS(=O)(=O)c3ccc(F)c(F)c3)cc2)cc1
  -10.1 | -32.2 | . | -1.6 | 0.5 | . | .
> COc1cccc(NS(=O)(=O)c2cc3c4c(c2)CCC(=O)N4CCC3)c1
  15.8 | 2.9 | -2.8 | -2.7 | 88.2 | 21.9 | -2.2
> Cc1noc(C)c1S(=O)(=O)Nc1ccc2c(c1)C(=O)N([C@@H](C)CO)C[C@H](C)[C@@H](CN(C)C(=O)NC(C)C)OCCCC[C@H](C)O2
  -10.9 | 11.1 | -6.4 | 1.3 | -3.1[16.7 µM] | -2.9 | -4.8
> CS(=O)(=O)Nc1ccc2c(c1)[C@H]1C[C@@H](CC(=O)NCc3ccc(Oc4ccccc4)cc3)O[C@@H](CO)[C@H]1O2
  -6.4 | 21.5 | 0.8 | -11.5 | -0.5[16.7 µM] | 5.8 | 0.0
> COc1cccc(-c2ccc([C@H]3[C@@H](CO)N4CCCCN(CC5CCOCC5)C[C@H]34)cc2)c1
  -41.8 | . | 19.0 | . | 32.7[16.7 µM] | 3.1 | -1.4
> C/C=C/c1ccc([C@H]2[C@H]3CN(S(=O)(=O)c4cccs4)CCCCN3[C@H]2CO)cc1
  -6.5 | -4.7 | 6.8 | . | -11.6[16.7 µM] | . | 2.2
> Cc1ccc(N(C(=O)CNC(=O)c2ccco2)C(C(=O)NC2CCCC2)c2cccnc2)cc1 (stereo not drawn)
  1.6 | 5.9 | 2.1 | 2.2 | -3.6 | 1.7 | 0.1
> CCc1cc(C(=O)N2CCN(S(=O)(=O)c3cc(C)ccc3C)CC2)sc1C
  14.1 | -50.8 | 2.2 | 7.3 | . | 10.3 | 3.6
> CC(C)(Cc1ccc(O)cc1)NC(=O)SCc1ccccc1
  2.5 | -7.6 | -2.8 | -0.2 | . | -0.9 | -0.2
> O=C(CSc1nnc(-c2ccc(F)cc2)c2ccccc12)Nc1cccc(Cl)c1
  25.0 | 22.0 | 12.8 | -10.8 | . | 1.1 | 2.4
> O=c1cc(/C=C/c2c(F)cccc2Cl)[nH]c2ccccc12
  -41.5 | 7.7 | . | -5.1 | -0.6 | . | .
> c1ccc(-c2nc3ccccn3c2-c2ccccc2)cc1
  -2.9 | 34.3 | -5.7 | 6.9 | . | 11.5 | -1.6
> Cc1ccccc1OCC(=O)OCC(=O)Nc1ccc2c(c1)OCCO2
  -9.8 | 3.9 | 8.3 | -3.9 | 10.4 | 3.0 | 0.9
> N#C[C@H]1[C@@H](c2ccccc2-c2cccc(F)c2)[C@@H](CO)N1C(=O)NC1CCCC1
  . | -12.8 | 3.9 | -14.8 | . | -9.8 | -0.7
> CN1C(=O)c2ccc(C(=O)Nc3ccc(Br)cn3)cc2C1=O
  . | 18.7 | 1.6 | 4.9 | -10.8 | 1.0 | 0.5
> CCC(=O)Nc1cc(C(=O)O)ccc1Sc1ccc(C)cc1
  -8.0 | -0.2 | -3.3 | . | . | -1.1 | -1.5
> Cc1ccc(S(=O)(=O)C(c2ccccc2)c2c(C)noc2C)cc1 (stereo not drawn)
  -6.4 | -2.6 | . | -4.3 | 6.8 | . | .
> COc1cc(C(=O)NNC(=O)CNC(=O)C2CCCCC2)ccc1OC(C)C
  . | 5.2 | 1.5 | -2.1 | -1.0 | 3.1 | 2.5
> Cc1ccc(/C=C2\SC(=S)N(CCCC(=O)N3CCOCC3)C2=O)cc1
  2.9 | -24.6 | -1.5 | 4.3 | -18.3 | . | -3.5
> Cc1cc(C(=O)Nc2ccc(S(=O)(=O)Nc3onc(C)c3C)cc2)cs1
  . | 8.2 | . | -1.6 | -3.3 | . | .
> CCOc1cccc(CN2CCC(Oc3ccc(C(=O)NCc4ccccn4)cc3)CC2)c1
  3.0 | 6.0 | -2.4 | -0.4 | -3.8 | . | -1.3
> Cc1ccc2cc(C#N)c(SCC(=O)N3CCCc4ccccc43)nc2c1
  2.8 | 25.9 | . | -8.8 | . | . | .
> CC1CC(C)CN(C(=O)CSc2nc3ccsc3c(=O)n2Cc2ccccn2)C1 (stereo not drawn)
  . | -6.2 | . | 1.0 | -18.2 | . | .
> CN(C)CCNC(=O)c1ccc(-c2cnn(C)c2)c2ccoc12
  -0.4 | 5.1 | -2.8 | 6.3 | -4.3 | -3.9 | -1.7
> CO[C@@H]1CN(C)C(=O)c2ccc(NC(=O)Cc3ccccc3)cc2OC[C@H](C)N(C)C[C@@H]1C
  4.2 | -6.4 | 0.6 | 7.2 | . | -1.8 | -0.4
> COc1ccccc1-c1cccc([C@@H]2C[C@H]3[C@H](CON3C)CN2Cc2ccccc2)c1
  -12.4 | -13.7 | 2.0 | 2.0 | 6.2 | 11.3 | 2.1
> COc1cccc(NC(=O)N(C)C[C@@H]2Oc3ncc(C#Cc4ccncc4)cc3C(=O)N([C@H](C)CO)C[C@@H]2C)c1
  11.4 | -0.5 | 4.1 | . | -19.3[16.7 µM] | 3.2 | -4.5
> Cc1cccc(NC(=O)Nc2ccc3c(c2)C(=O)N(C)[C@H]2CC[C@@H](CC(=O)O)O[C@@H]2CO3)c1
  7.7 | 0.9 | -3.8 | 0.0 | -3.7[16.7 µM] | -6.7 | -0.4
> CO[C@H]1CN(C)C(=O)c2ccc(NS(C)(=O)=O)cc2OC[C@@H](C)N(CC2CC2)C[C@@H]1C
  1.3 | -1.9 | ? | 6.5 | . | 2.2 | 1.1
> COCc1c(C(N)=O)nnn1-c1nonc1N
  . | 11.0 | . | -1.7 | -5.2 | . | .
> CCS(=O)(=O)c1nc(S(=O)(=O)c2ccc(C)cc2)c(NCc2ccccn2)s1
  23.3 | 13.4 | 3.5 | 3.8 | . | 13.3 | 3.4
> N=C1C(c2ccccc2)=C(O)CN1NC(=O)c1ccccc1
  -3.8 | 2.8 | 1.0 | 6.6 | . | -1.1 | -0.4
> Cc1ccc(C(=O)NC(CCc2ccccc2)C(=O)O)cc1 (stereo not drawn)
  7.3 | 24.3 | -22.1 | -3.9 | 1.1 | 3.7 | 0.0
> C[C@@H]1CCCCO[C@H](CN(C)C(=O)Nc2ccc(C(F)(F)F)cc2)[C@@H](C)CN([C@@H](C)CO)C(=O)c2cc(NC(=O)NC3CCCCC3)ccc2O1
  29.3 | -12.5 | -4.8 | -12.9 | -5.4[16.7 µM] | 5.6 | 1.6
> COc1ccc(S(=O)(=O)Nc2cccc3c2O[C@@H](CN(C)C(=O)NC2CCCCC2)[C@H](C)CN([C@H](C)CO)C3=O)cc1
  . | -4.9 | 7.3 | 3.7 | -28.9[16.7 µM] | 1.6 | -2.0
> Cc1csc2ncc(C(=O)N(Cc3ccccc3)c3ccccn3)c(=O)n12
  7.7 | 11.2 | 15.8 | 0.1 | -0.3 | -0.7 | -1.2
> CCn1c(SCC(=O)NCc2ccco2)nnc1-c1c[nH]c2ccccc12
  . | 4.6 | . | 6.8 | -4.2 | . | .
> COc1ccccc1/C=C/C(=O)OCc1nc2ccccc2c(=O)[nH]1
  11.8 | 13.5 | 10.5 | 12.0 | . | 9.0 | 0.6
> CCC(=O)NC[C@H]1[C@@H](c2ccc(C3=CCCC3)cc2)[C@@H](CO)N1C(=O)CC
  . | -0.1 | 31.3* | 6.7 | . | . | 0.3
> COC(=O)c1ccc(CSc2nnc(C)n2N)o1
  -2.3 | . | 3.1 | -4.1 | . | -8.0 | .
> CCN(C(=O)Cn1c(=O)oc2cc(S(=O)(=O)N3CCOCC3)ccc21)c1ccccc1
  -15.6 | 6.4 | -2.0 | -2.8 | . | -6.0 | -1.2
> C[C@H]1CN([C@@H](C)CO)S(=O)(=O)c2ccc(C3=CCCCC3)cc2O[C@@H]1CN(C)Cc1ccccc1F
  . | 6.9 | -0.4 | . | . | 31.7 | 4.3
> NS(=O)(=O)c1ccc(NC(=O)CCC(=O)O)cc1
  -15.7 | 5.9 | 10.8 | -4.5 | 3.9 | -11.8 | 6.1
> CCNC(=O)C[C@@H]1CC[C@@H]2[C@H](COC[C@@H](O)CN2C(=O)Nc2ccc(C(F)(F)F)cc2)O1
  21.2 | -12.9 | 9.4 | 0.2 | 1.5[16.7 µM] | -0.4 | -2.6
> COc1ccc(C2=NOC(Cn3nc(C(=O)NCc4ccc(C)cc4)cc3-c3ccccc3)C2)cc1 (stereo not drawn)
  51.6 | -31.7 | -7.9 | -9.9 | 1.9 | 27.5 | -3.0
> CCOc1ccc(NC(=O)CN(C)C(=O)c2c(C)noc2C)cc1OCC
  -1.5 | -6.2 | -4.4 | 0.8 | -1.5 | -0.9 | 0.2
> CCOC(=O)CNc1nc(Cl)nc(Nc2ccc(C)cc2)n1
  -28.6 | -5.2 | -1.6 | -1.2 | -1.0 | 4.5 | -2.3
> Cc1ccc(NC(=O)CSc2cccc[n+]2[O-])c([N+](=O)[O-])c1
  -4.4 | -0.9 | -1.0 | . | -6.1 | 0.6 | -0.3
> C[C@@H]1CN([C@@H](C)CO)C(=O)c2cc(Br)cnc2O[C@H]1CN(C)CC1CCOCC1
  -4.5 | 8.7 | -0.9 | -19.6 | -6.2[16.7 µM] | 3.1 | -0.1
> COc1ccc(-n2c(Cc3cccn3C)nnc2SCC(=O)Nc2ccc(F)cc2)cc1
  -3.2 | -2.0 | 8.0 | -10.0 | -6.5 | 12.4 | 2.4
> CCN(CC)C(=O)Cn1c(=O)n(CCCC(=O)NCc2ccccc2)c(=O)c2sccc21
  8.4 | 14.8 | -3.4 | 7.8 | -6.4 | 3.9 | -0.1
> COc1ccc(S(=O)(=O)Nc2cccc3c2O[C@H](CN(C)S(=O)(=O)c2cccs2)[C@@H](C)CN([C@H](C)CO)C3=O)cc1
  19.8 | -8.5&1.9 | -0.1&-1.0 | 1.7 | 1.3[16.7 µM] | 1.1&0.8 | 0.9&1.5
